# rTrxR1 inhibitor: blocks rat thioredoxin reductase 1. O89049. recombinant rTrxR1, NADPH fluorescence consumption, selenite substrate. Potency, µM (top dose mostly 114 µM), without a hit: at the highest dose activity change, negative = inhibition, hits mostly inhibitors. 1% of 390,000 active; note: potency is the fitted concentration of half-maximal effect; % is set by controls: 0 for no effect and ±100 for the full control effect; nearly all actives have a fitted effect of over 65% in size
#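 Rat TrxR1 (90 nM in the dispensed reagent) was pre-reduced with 400 uM NADPH for 5 min at room temperature, then incubated with compound for 15 min. After 400 uM selenite was added, NADPH fluorescence (Ex 340/Em 450 nm) was followed for 8 min.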
# mIDH1 inhibitor: blocks human mutant IDH1 R132H enzyme | O75874 | IDH1-R132H enzyme, NADPH consumption, diaphorase/resazurin fluorescence | Potency, µM (titrated, usually from 76.6 µM), for inactives: top-dose activity change, negative = inhibition, most hits filed as inhibitors | 0.093% of 390,000 active; note: potency is the fitted concentration of half-maximal effect; % is set by controls: 0 for no effect and ±100 for the full control effect; nearly all actives have a fitted effect of over 65% in size
# Target sequence (O75874 whole entry R132H, stated change not applied): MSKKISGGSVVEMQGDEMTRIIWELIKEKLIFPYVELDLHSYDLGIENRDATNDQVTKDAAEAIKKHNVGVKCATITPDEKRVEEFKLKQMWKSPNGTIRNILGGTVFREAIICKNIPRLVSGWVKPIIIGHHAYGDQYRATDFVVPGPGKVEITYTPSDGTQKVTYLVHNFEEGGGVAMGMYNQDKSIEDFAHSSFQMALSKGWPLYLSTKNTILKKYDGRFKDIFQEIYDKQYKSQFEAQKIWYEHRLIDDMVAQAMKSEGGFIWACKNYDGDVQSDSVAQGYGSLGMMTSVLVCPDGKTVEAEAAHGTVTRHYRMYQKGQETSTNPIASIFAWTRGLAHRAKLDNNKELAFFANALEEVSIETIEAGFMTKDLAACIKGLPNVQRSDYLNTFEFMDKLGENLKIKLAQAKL
#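 IDH1-R132H (0.5 ug/mL) preincubated 30 min with compound, then NADPH (0.016 mM) and alpha-KG (2 mM) added; 80 min at RT, pH 7.5. Remaining NADPH coupled via diaphorase/resazurin to fluorescence (540/590 nm); concentration-response curves normalized to no-enzyme control.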
# Vif-APOBEC3F blk: Vif-A3F binding inhibition. HeLa A3F-eYFP + Vif (tagged APOBEC3F with the HIV-1 protein that degrades it), YFP fluorescence increase. Potency, µM (top dose mostly 46.1 µM), without a hit: at the highest dose activity, negative = active. 0.2% of 390,000 active; note: potency is the fitted concentration of half-maximal effect; % of control where 0% means no effect; nearly all actives have a fitted effect of over 65% in size
#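 HeLa cells stably expressing Vif plus C-terminally eYFP-tagged A3F were seeded, incubated overnight at 37 deg C, dosed with compound, incubated overnight again at 37 deg C. Yellow fluorescence (Ex 488/Em 500-530) reported blocked Vif-mediated A3F-eYFP degradation.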
# Vif-APOBEC3G blk: blocks the Vif interaction with human APOBEC3G; Q9HC16; HeLa A3G-eYFP + Vif (tagged APOBEC3G with the HIV-1 protein that degrades it), YFP fluorescence, overnight; Potency, µM (doses to about 46.1 µM), for the others: top-dose activity, negative = active, actives largely listed as inhibitors; 0.076% of 410,000 active; AID 602310;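 note: potency is the fitted concentration of half-maximal effect; % is set by controls: 0 for no effect and ±100 for the full control effect; nearly all actives have a fitted effect of over 60% in size; hits raise eYFP signal because A3G escapes Vif-driven loss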
# Target sequence (Q9HC16 whole entry, looked up): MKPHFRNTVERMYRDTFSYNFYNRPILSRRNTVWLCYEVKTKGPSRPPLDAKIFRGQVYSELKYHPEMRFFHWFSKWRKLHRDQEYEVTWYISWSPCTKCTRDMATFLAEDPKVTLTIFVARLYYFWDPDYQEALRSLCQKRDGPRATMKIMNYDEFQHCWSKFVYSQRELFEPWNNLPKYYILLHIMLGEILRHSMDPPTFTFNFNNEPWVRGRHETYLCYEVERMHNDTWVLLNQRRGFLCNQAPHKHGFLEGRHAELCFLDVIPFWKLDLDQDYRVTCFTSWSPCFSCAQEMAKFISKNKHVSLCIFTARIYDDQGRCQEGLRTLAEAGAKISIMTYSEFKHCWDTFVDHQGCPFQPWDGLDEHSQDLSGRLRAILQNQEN
#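 HeLa cells stably expressing Vif and C-terminally eYFP-tagged A3G, seeded overnight at 37 deg C, then exposed to compound by pintool overnight at 37 deg C. Rise in yellow fluorescence (Ex 488/Em 500-530, Acumen) marks blocked Vif-driven A3G degradation.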
# USP1 inh: inhibitors of human USP1/UAF1 deubiquitinase | O94782 | recombinant USP1/UAF1, Ub-Rhodamine cleavage fluorescence | Potency, µM (titrated, usually from 57.1 µM), without a hit: at the highest dose activity change, negative = inhibition, actives largely listed as inhibitors | 0.23% of 390,000 active | AID 743255; note: potency is the fitted concentration of half-maximal effect; % is set by controls: 0 for no effect and ±100 for the full control effect; nearly all actives have a fitted effect of over 60% in size; inactives centre near -12
#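 USP1/UAF1 complex at 1 nM was preincubated with compound for 15 min at room temperature, then Ub-Rho substrate (150nM final) was added. Fluorescence (480/540 nm) was read kinetically, 6 reads every 60 seconds.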
# TrxR1 substrate: rat thioredoxin reductase 1 substrate activity; O89049; purified TrxR1 substrate turnover, NADPH consumption readout; Potency, µM (doses to about 114 µM), inactives show at the top dose activity change, negative = substrate turnover; 0.01% of 390,000 active; note: potency is the fitted concentration of half-maximal effect; % is set by controls: 0 for no effect and ±100 for the full control effect; nearly all actives have a fitted effect of over 50% in size
#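 Rat TrxR1, dispensed at 90 nM, was prereduced with 400 uM NADPH (final) for 5 min at ~22 deg C, then incubated with compound 15 min before 400 uM selenite. A first-read NADPH fluorescence drop versus no-compound background flagged substrates.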
# LDHA inh: blocks human lactate dehydrogenase A. purified LDHA, NADH/diaphorase-resazurin fluorescence; hits give low values. 0.15% of 480,000 active. P00338. AID 1347041. activity change, % (values are at about 110 or 230 µM); in the data active = activity change below about -30%; inconclusive = mostly about -25% to -30%;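 note: plate controls were DMSO wells for no effect and wells without enzyme for full effect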
#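 Human LDH5 (2 nM) was incubated with 0.06 mM NADH and 0.2 mM pyruvate for 5 min at room temperature in Tris pH 7.4. Remaining NADH was coupled through diaphorase/resazurin, and resorufin fluorescence was read at 0 and 20 min.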
# RGS4 inhibitor: human RGS4 inhibition; P49798; Transcreener GDP fluorescence polarization, RGS4-accelerated GTP hydrolysis; Potency, µM (top dose mostly 114 µM), inactives show top-dose activity change, negative = inhibition, usual class: inhibitors; 0.039% of 390,000 active; AID 504845; note: potency is the fitted concentration of half-maximal effect; % is set by controls: 0 for no effect and ±100 for the full control effect; nearly all actives have a fitted effect of over 75% in size; some results filed as inactive show a strong effect at the top dose
# Target sequence (P49798 whole entry, looked up): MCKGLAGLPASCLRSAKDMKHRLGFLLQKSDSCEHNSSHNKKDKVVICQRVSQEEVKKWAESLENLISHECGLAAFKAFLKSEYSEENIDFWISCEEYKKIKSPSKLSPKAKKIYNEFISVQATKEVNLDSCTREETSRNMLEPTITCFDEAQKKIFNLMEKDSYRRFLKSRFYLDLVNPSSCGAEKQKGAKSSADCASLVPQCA
#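 MLSMR compounds (23 nl, pin-transferred) preincubated 10 min at room temperature with a 500nM (2x) first reagent, then RGS4 at 900nM (2x) plus Transcreener GDP mix added; fluorescence polarization (620/688 nm) read before and after 90 min at 30 °C.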
# Glioma ERSR ind: inducers of ER stress response in human glioma cells | U87-MG GRP78 promoter luciferase reporter, 16 h | Potency, µM, without a hit: at the highest dose activation, usual class: activators | 0.02% of 420,000 active | AID 602332; note: potency is the fitted concentration of half-maximal effect; series mostly up to about 76 µM; % of control where 0% means no effect; nearly all actives have a fitted effect of over 35% in size
#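 Stably transfected U87-MG glioma cells carrying a GRP78-based luciferase sensor; 16 h compound incubation. Luminescence end-point read 10 min after Bright-Glo addition at room temperature.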
# An asterisk follows results filed as active; ? = inconclusive; nt = not tested or not shown; & = joins results of further samples; ! = repeats disagree; [ ] = dose if it differs, or a comment. Unless noted, calls come from the whole dose curve; as a rule, active = well fitted curve in the direction sought with a large enough effect; inconclusive = small, poorly fitted or top-dose-only effect, or another doubt; inactive = no such curve, though single readings can be large; an effect the other way counts as inactive or inconclusive. An excerpt. The share of hits here may be higher or lower than overall.
SMILES,rTrxR1 inhibitor,mIDH1 inhibitor,Vif-APOBEC3F blk,Vif-APOBEC3G blk,USP1 inh,TrxR1 substrate,LDHA inh,RGS4 inhibitor,Glioma ERSR ind
COc1cc(C2NC(=O)N(C)C3=C2C(=O)CCC3)cc(OC)c1OC (stereo not drawn),8%[57.1 µM],3%,-10%,0%,3%,-10%,4,-5%,-5%
CCOC(=O)c1nnn(-c2nonc2N)c1CSc1ccccn1,-10%,7%,-1%,-2%,-9%,-5%,-2,-31%,-1%
CCOC(=O)N1CCN(C(=O)c2oc3ccc(S(=O)(=O)N(CC)CC)cc3c2C)CC1,20%,1%,-1%,-1%,-29%,4%,-7,12%,4%
C=CCOC(=O)C1=C(C)NC(SCC(=O)N(CC)CC)=C(C#N)C1c1ccco1 (stereo not drawn),-10%,3%&1%,-2%&-6%,1%&-1%,-13%&-5%,-9%,1&0,-33%&26%,-4%&-1%
O=[N+]([O-])c1cnn(-c2nc(-c3cccs3)cc(C(F)(F)F)n2)c1,19%,0%,-21%,-10%,-22%,1%,-8,-8%,0%
Cc1ccnc2c(Cl)cccc12,24%,nt,nt,0%,nt,4%,nt,nt,-2%
COC(=O)c1c(C(=O)OC)c(-c2ccc(OC)cc2)n2c1CS(=O)(=O)C2,21%,9%,3%,0%,-25%,8%,-3,-16%,-5%
O=C(NCC(c1ccccc1)N1CCCC1)C1CCN(C(=O)Nc2ccccc2)CC1 (stereo not drawn),7%,-3%,4%,0%,-14%,5%,-5,-15%,2%
CC1Cn2c(nnc2-c2cccs2)S1 (stereo not drawn),4%,3%,-1%,-1%,-19%,5%,-7,-1%,-3%
COc1cc(OC)cc(C(=O)NCC(=O)N2CCN(Cc3ccccc3)CC2)c1,20%,5%,-3%,2%,-23%,7%,0,-20%,0%
CCCCc1ccc(NC2=NCC(=O)N2CCc2ccccc2)cc1,8%[57.1 µM],3%,?,-5%,-14%,3%[57.1 µM],0,-28%,-1%
Cc1nc(SCC(=O)Nc2ccccn2)n[nH]1,7%,-5%,-15%,1%,-32%,2%,-3,-9%,-4%
C(=NOCc1ccccc1)c1ccncc1,19%,2%,4%,0%,-11%,4%,-3,5%,3%
CCOCCCn1c(SCC(=O)Nc2ccc(C)cc2)nc2ccccc2c1=O,5%[57.1 µM],12%,-5%,4%,-24%,-3%[57.1 µM],-10,3%,-1%
COc1ccc(CCN2C(=O)N(c3ccc(OC)cc3)C(=O)C2CC(=O)Nc2ccccc2)cc1 (stereo not drawn),13%[57.1 µM],3%,4%,0%,?,7%[57.1 µM],-12,-16%,-6%
COc1ccc(N(Cc2cccs2)C(=O)Nc2cccc(Cl)c2)cc1,19%,-10%,3%,3%,-10%,-6%,-1,-9%,-1%
CN(C)CCNc1oc(-c2cccc(Cl)c2)nc1C#N,4%,-2%,-6%,3%,-21%,92%[activator],-33*!,-15%,-2%
CCCSc1nnc(-c2c[nH]c3ccccc23)n1CC,8%[57.1 µM],6%,-5%,5%,-3%,7%[57.1 µM],-10,12%,-1%
Cc1cccc(NC(=S)N/C(=N/S(=O)(=O)c2ccccc2)c2ccccc2)c1,16µM*,-1%&-8%,-1%&-4%,-5%&3%,-1%&0%,2%&1%,-6&-2,-26%&0%,1%&-1%
Cc1occc1-c1nnc(SCC(=O)N2c3ccccc3CCc3ccccc32)n1C,-22%,6%,-4%,2%,-14%,5%,1,?,-4%
CCCCCCCCS(=O)CCC(=O)O (stereo not drawn),9%,-9%,-3%,-2%,0%,1%,-2,-22%,-4%
CN(CCCCCCN(C)Cc1ccccc1O)Cc1ccccc1O,21%,8%,13%,-2%,-19%,-1%,-15,-14%,-2%
NS(=O)(=O)c1ccc(NC(=O)COC(=O)CNC(=O)C23CC4CC(CC(C4)C2)C3)cc1,20%,7%,-13%,5%,-14%,4%,1,-11%,-5%
Cc1cc(C)cc(Oc2coc3cc(OC(=O)c4cccs4)ccc3c2=O)c1,-8%,13%,-4%,1%,-4%,-2%,2,-1%,3%
CCc1ccc(NC(=O)NNC(=O)CCc2ccccc2)cc1,24%,0%,1%,1%,-20%,6%,-1,12%,-3%
COc1cccc(Oc2ccc(S(=O)(=O)N3CCCC3)cc2[N+](=O)[O-])c1,19%,-1%,-8%,-1%,-16%,-6%,-2,-9%,-2%
O=C(CN1C(=O)CCSc2ccc(S(=O)(=O)N3CCCC3)cc21)Nc1cccc(F)c1,12%[57.1 µM],-15%,1%,5%,-13%,-1%[57.1 µM],-7,-27%,-4%
Cc1cccc(N2CCN(C(=O)c3ccc(NC(=O)c4nsc5ccccc45)cc3)CC2)c1C,26%[57.1 µM],-4%,1%,10%,10%,5%[57.1 µM],-3,-36%,-3%
CCN(C(=O)CN1CCCCCC1)c1c(N)n(Cc2ccccc2)c(=O)[nH]c1=O,-20%[11.4 µM],0%,-1%,-2%,-13%,2%[11.4 µM],-5,-22%,-6%
Cc1ccc(S(=O)(=O)N2CCCCC2)cc1C(=O)NC1CC(C)(C)NC(C)(C)C1,12%[57.1 µM],2%,-5%,1%,-24%,6%[57.1 µM],-13,-2%,-7%
COc1ccccc1CNC(=O)CN1C(=O)NC2(CCOc3ccccc32)C1=O (stereo not drawn),5%,11%,-7%,0%,-13%,-4%,-2,-11%,-5%
COc1ccc(CNS(=O)(=O)c2c(C)[nH]c(C)c2C(=O)N2CCCC2)cc1,18%,?,2%,0%,-15%,-4%,-6,4%[56.9 µM],6%
CC(O)CNc1nc2c(c(=O)n(Cc3ccc(Cl)cc3)c(=O)n2C)n1C (stereo not drawn),9%&-6%,6%&5%,-31%&-16%,-177%&-5%,-6%&-13%,1%&-4%,-1&4,-33%&12%,-3%&-1%
O=S(=O)(Nc1ccc(Cl)cc1)c1cccc2nsnc12,15%,2%,-11%,1%,-14%,-4%,-2,-17%[56.9 µM],-3%
CNC[C@H](CC1CCCCC1)NC[C@H](CO)NCCc1cccc(C(F)(F)F)c1,9%,9%,0%,?,-14%,-2%,-1,30%,-10%
Cc1cnc(NC(=O)Nc2ccc(OCc3ccccc3)cc2)c(Br)c1,25%,-9%,0%,-1%,-11%,-4%,11,-59%[56.9 µM],-2%
COc1ccc(-c2nc(CNC(=O)NC3CCCCC3)c(C)o2)cc1,-8%[57.1 µM],4%,1%,-1%,-3%,-10%[57.1 µM],-5,24%,-4%
CSC[C@H](NC(=O)COc1cc2c(c3oc(=O)cc(C)c13)CCC(C)(C)O2)C(=O)O,?,0%,-3%,0%,-24%,553%[activator],-3,27%,-7%
O=C(COC(=O)c1ccc[nH]c1=O)NC1CCCCCCC1,26%[57.1 µM],-13%,-5%,0%,-7%,9%[57.1 µM],-8,2%,-11%
Cc1ccc(NC(=S)Nc2cccc3cnccc23)cc1C,-46%,6%,-14%,-6%,?,-5%,22,-43%,3%
Cc1ccc(S(=O)(=O)N2CCN(c3nc(-c4cncnc4)nc4ccccc34)CC2)cc1,17%,nt,nt,nt,nt,-2%,-8,0%,nt
CCOc1ccccc1NC(=O)CSc1nc2cc(OC)c(OC)cc2c2nc(CCn3c(C)nc4ccccc43)nn12,5%,nt,nt,nt,-15%,-2%,-9,3%,nt
O=C(NCc1ccco1)C1CC(c2c(Cl)cccc2Cl)=NO1 (stereo not drawn),-16%[57.1 µM],-15%,-5%,-17%,-25%,0%[57.1 µM],1,0%,-1%

# 7 entries from above, with two lines to a compound:
# Second line of a record: rTrxR1 inhibitor | mIDH1 inhibitor | Vif-APOBEC3F blk | Vif-APOBEC3G blk | USP1 inh | TrxR1 substrate | LDHA inh | RGS4 inhibitor | Glioma ERSR ind
COc1cc(C2NC(=O)N(C)C3=C2C(=O)CCC3)cc(OC)c1OC (stereo not drawn)
 : 8%[57.1 µM] | 3% | -10% | 0% | 3% | -10% | 4 | -5% | -5%
CCOC(=O)c1nnn(-c2nonc2N)c1CSc1ccccn1
 : -10% | 7% | -1% | -2% | -9% | -5% | -2 | -31% | -1%
CCOC(=O)N1CCN(C(=O)c2oc3ccc(S(=O)(=O)N(CC)CC)cc3c2C)CC1
 : 20% | 1% | -1% | -1% | -29% | 4% | -7 | 12% | 4%
C=CCOC(=O)C1=C(C)NC(SCC(=O)N(CC)CC)=C(C#N)C1c1ccco1 (stereo not drawn)
 : -10% | 3%&1% | -2%&-6% | 1%&-1% | -13%&-5% | -9% | 1&0 | -33%&26% | -4%&-1%
O=[N+]([O-])c1cnn(-c2nc(-c3cccs3)cc(C(F)(F)F)n2)c1
 : 19% | 0% | -21% | -10% | -22% | 1% | -8 | -8% | 0%
Cc1ccnc2c(Cl)cccc12
 : 24% | nt | nt | 0% | nt | 4% | nt | nt | -2%
COC(=O)c1c(C(=O)OC)c(-c2ccc(OC)cc2)n2c1CS(=O)(=O)C2
 : 21% | 9% | 3% | 0% | -25% | 8% | -3 | -16% | -5%

# Bioassay records deposited in PubChem by National Center for Advancing Translational Sciences (NCATS).
